Bioassay records as filed in PubChem BioAssay.
T cell HTS – T cell immune modulation candidate; 2C CD8+ T cell-vesicle binding, flow cytometry; hits give low values; calls only at 7 µM; 330,000 tested, 0.068% active;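 active means response, share of CD8 T cells binding vesicles, and their 90th percentile fluorescence all below set limits, cut at about 80% in these data, passing the limit was not always enough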
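Benchmarks: naked versus QL9-loaded vesicles / Assay system: purified 2C TCR transgenic mouse naive CD8+ T cells / Technique: high-throughput flow cytometry with anti-B7-1 and anti-CD8 staining / Timing: Cell–vesicle co-incubation 1.5 h at 37 °C, staining 20 min on ice / Read-out: percent CD8+ FL2 mean versus row control / Probe or stimulus: QL9-loaded Drosophila micro-vesicles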
LYP inhibition – PTPN22 lymphoid phosphatase activity blockers – biochemical, fluorescence intensity, uHTS (AID 1779); recombinant LYP phosphatase, fluorescence intensity; higher % means a stronger effect; inhibition, % at 11.5 µM, or IC50 in µM where a hit was titrated; 290,000 tested, 0.054% active; in the data active means inhibition above about 50%;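 further: plate controls were vehicle with enzyme for no effect and no enzyme for full effect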
GPR35 arrestin U2OS – GPR35 antagonists blocking zaprinast-driven arrestin recruitment, primary screen, imaging, U2OS, beta-arrestin-GFP, zaprinast agonist (AID 2058); 290,000 tested, 0.052% active; one-dose inhibition, % at 10 µM; IC50 in µM for titrated hits; U2OS GPR35 beta-arrestin-GFP translocation imaging, zaprinast antagonism; higher % means a stronger effect;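 active means inhibition of at least 50% with at least 30 cells and total cytoplasm GFP at most 10,000,000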
Rac1 GTP hydrolysis – MgcRacGAP GTPase-activating activity inhibitors, confirmation, biochemical, ADP Hunter fluorescence | MgcRacGAP-stimulated Rac1 GTP hydrolysis, ADP Hunter fluorescence; higher % means a stronger effect; GST-tagged Rac1 F28L mutant substrate | one-dose inhibition, % at 30 µM; IC50 in µM for titrated hits | 340,000 tested, 0.6% active | AID 624330;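 active means first-screen hits whose inhibition reached a set limit at any dose in the follow-up dose series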;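 further: fluorescence reports GDP produced by GAP-driven GTP hydrolysis; strong numbers were not always called active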
GPR55 LPI antagonism – GPR55 antagonists blocking LPI-driven arrestin recruitment, primary screen, imaging, U2OS, beta-arrestin-GFP, LPI agonist (AID 2013); U2OS GPR55 beta-arrestin-GFP translocation imaging, LPI antagonism; higher % means a stronger effect; inhibition, % at 10 µM, or IC50 in µM where a hit was titrated; 290,000 tested, 0.13% active;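 active means spots per cell inhibited over 60%, with over 100 cells counted and total cytoplasm intensity under 500,000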;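 further: U2OS cells stably carrying GPR55 and arrestin-GFP stimulated by 5 µM LPI near EC80; imaged beta-arrestin-GFP aggregate spots per cell after agonist stimulation; plate controls were LPI-stimulated DMSO wells for no effect and DMSO wells without LPI for full effect; some results filed as inactive read as strong as hits; confirmed hits need IC50 under 10 µM and bright autofluorescent wells are also inconclusive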
NTR1 agonist – agonists of NTR1, primary screen, imaging, U2OS cells, beta-arrestin-GFP, high content (AID 493036) | NTR1-U2OS beta-arrestin-GFP spot imaging, agonist mode | P30989 | 330,000 tested, 0.17% active | activation, % at 20 µM;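 active means activation at or above 40% of the spot to cytoplasm intensity ratio, with at least 20 cells analyzed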;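 further: 0% = DMSO without peptide and 100% = 100 nM NTR1 peptide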
Target sequence (P30989 whole entry, looked up): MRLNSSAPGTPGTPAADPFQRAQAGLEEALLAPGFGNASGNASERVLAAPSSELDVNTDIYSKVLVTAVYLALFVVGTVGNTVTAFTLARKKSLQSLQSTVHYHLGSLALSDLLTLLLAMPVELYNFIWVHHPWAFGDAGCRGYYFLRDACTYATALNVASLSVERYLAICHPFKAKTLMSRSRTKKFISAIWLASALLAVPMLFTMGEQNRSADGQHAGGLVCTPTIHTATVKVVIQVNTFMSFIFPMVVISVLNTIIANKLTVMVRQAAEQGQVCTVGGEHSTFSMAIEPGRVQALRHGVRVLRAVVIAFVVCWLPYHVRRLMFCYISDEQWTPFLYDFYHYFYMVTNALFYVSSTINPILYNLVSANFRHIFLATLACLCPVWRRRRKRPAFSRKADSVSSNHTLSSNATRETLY
Large T inhibition – TAg ATPase/helicase activity blockers – biochemical (AID 1903) | SV40 large T antigen ATPase/helicase inhibition assay; higher % means a stronger effect | inhibition, % at 20 µM; hits with a dose series show IC50 in µM | 310,000 tested, 0.39% active; in the data active means a potency from the dose series; further: strong numbers were not always called active
Hep lipid drop – modulators of hepatic lipid droplet formation; AML12 mouse hepatocytes, oleate lipid droplets, BODIPY imaging; inhibition, % at 6.5 µM; 240,000 tested, 0.4% active;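 active means lipid droplet intensity inhibited by at least 50%, with more than 500 cells counted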
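material = mouse AML12 hepatocyte cell line, fixed after treatment | also added = 100 µM oleic acid challenge | doses = compound at 6.5 µM only | schedule = overnight exposure | technique = Image-based BODIPY and DAPI two-channel analysis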
GPR55 beta-arrestin – GPR55 agonists via beta-arrestin recruitment, primary screen, imaging, U2OS cells, beta-arrestin-GFP redistribution (AID 1961) | U2OS GPR55 beta-arrestin-GFP redistribution imaging; higher % means a stronger effect | one-dose activation, % at 10 µM; EC50 in µM for titrated hits | 290,000 tested, 0.048% active;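 active means activation above 40% with more than 50 cells counted in the well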;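 further: U2OS osteosarcoma cells stably expressing GPR55 and beta-arrestin-GFP; plate controls were DMSO negative control for no effect and LPI positive control for full effect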
Hep lipid drop cells 6.5 µM – recorded beside Hep lipid drop, whose call it bears; cell count; measured here: cell count, cytotoxicity flag;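 cells counted across two imaged fields per well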
T cell HTS vesicle-bound % – further read-out of T cell HTS, marked with its call; double positive events, %; measured here: CD8+ vesicle-bound cell fraction;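 binding gate set so that unloaded-vesicle control wells show 10% double positive cells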
NTR1 agonist cell count 20 µM – second read-out of NTR1 agonist, no call of its own (marks repeat the call); cell count; measured here: cell count, cytotoxicity flag
An asterisk follows results filed as active; i = inactive; nt = no result given. Outcome played no part in choosing rows; 1.8% or so of the library scored in one or more.

SMILES	T cell HTS	T cell HTS vesicle-bound %	LYP inhibition	GPR35 arrestin U2OS	Rac1 GTP hydrolysis	GPR55 LPI antagonism	NTR1 agonist	NTR1 agonist cell count 20 µM	Large T inhibition	Hep lipid drop	Hep lipid drop cells 6.5 µM	GPR55 beta-arrestin
Cc1cccc(Cn2nc(C)cc2NC(=O)Cn2cc([N+](=O)[O-])cn2)c1	i	56	-1%	-10%	0%	14%	-1.9	53	8%	3	745	0.2%
CCCCCN(C(=O)CCC(=O)OCC(=O)c1ccc(C(C)(C)C)cc1)c1c(N)n(CCCC)c(=O)[nH]c1=O	i	30	nt	nt	7%	nt	1.7	69	4%	nt	nt	nt
Cc1cccc(CSc2nnc3c(n2)[nH]c2ccccc23)c1	i	17	-9%	10%	11%	4%	0.3	48	9%	2	656	-0.1%
O=C(c1ccc2nc(N3CCOCC3)sc2c1)N1CCN(C(=O)c2ccco2)CC1	i	28	-8%	8%	7%	7%	-0.9	90	0%	nt	nt	-0.1%
O=C(NCc1ccccn1)c1ccc2nc(-c3ccco3)c(-c3ccco3)nc2c1	i	49	10%	-7%	nt	-10%	-0.8	93	18%	6	742	0.4%
O=C(O)C1CC(=O)N(Cc2cccs2)C1 (stereo not given)	i	7	-12%	-4%	5%	0%	-2.0	39	8%	nt	nt	0.2%
COc1ccc(S(=O)(=O)N(C)c2ccc(C(=O)Nc3c(C)n(C)n(-c4ccccc4)c3=O)cc2)cc1	i	44	-1%	-1%	2%	10%	2.6	61	26%	9	819	0.2%
COc1ccc(S(=O)(=O)NNC(=O)C(=O)NNc2ccccn2)cc1	i	37	1%	-6%	2%	0%	0.0	66	10%	-14	716	-0.2%
CCOCC(=O)Nc1nnc(COC)s1	i	11	0%	-9%	6%	0%	1.8	99	2%	-27	577	0.8%
Cc1ccc(-n2nc3c(=O)n(CC(=O)NC(C)CCc4ccccc4)nc(C)c3c2C)cc1 (stereo not given)	i	7	-6%	6%	8%	2%	-0.5	70	11%	88*	780*	-0.1%
CCN1CCN(Cc2ccc(OCc3ccccc3)cc2)CC1	i	2	-6%	3%	7%	4%	0.0	83	2%	15	698	0.3%
Cc1cccc(N(C(=O)c2snc(C(N)=O)c2N)C(C(=O)NC2CCCC2)c2ccco2)c1 (stereo not given)	nt	nt	-7%	-8%	5%	-2%	0.0	66	nt	-3	786	-0.1%
COc1ccc(C)cc1NC(=O)C(=O)c1cn(CC(=O)N2CCCC2)c2ccccc12	i	14	-9%	-1%	-2%	15%	-0.2	66	6%	-15	681	-0.2%
COc1ccc(CNC(=O)C2CC(C)=CCC2C(=O)O)cc1 (stereo not given)	i	60	-6%	10%	10%	2%	-1.2	58	12%	-32	794	0.3%
CCCCS(=O)(=O)N1CCN(S(=O)(=O)c2cccs2)CC1	i	10	-10%	0%	6%	-1%	1.2	66	2%	-31	634	-0.1%
C/C(=N\N1CCN(c2ccc(Cl)cc2)CC1)c1cccc([N+](=O)[O-])c1	i	62	6%	0%	9%	5%	3.4	82	6%	-13	695	0.2%
O=C(c1cnc(Cl)c(Cl)c1)N1CCC(Cc2ccccc2)CC1	i	63	-4%	-1%	-1%	-4%	3.6	69	0%	2	726	0.2%
Cc1nn(Cc2ccc(Cl)cc2)c(C)c1NC(=O)c1cc(-c2ccc3c(c2)OCO3)on1	nt	nt	-4%	4%	10%	8%	4.6	56	4%	nt	nt	-0.1%
CCOc1ccc(NC(=O)CC2C(=O)NCCN2C(=O)Nc2ccccc2)cc1 (stereo not given)	i	28	-7%	3%	1%	-2%	1.2	58	10%	-4	830	-0.1%
CC(=O)NC(Cc1cccc(C)c1)C(=O)NC1CCN(c2ncccc2[N+](=O)[O-])CC1 (stereo not given)	i	28	-4%	-5%	5%	4%	1.2	62	-2%	9	667	0.5%
Cc1ccc(C)c(NC(=S)NC2CC3CCC(C2)N3Cc2ccco2)c1 (stereo not given)	i	41	-5%	15%	5%	2%	0.4	39	-2%	nt	nt	-0.3%
CC(C)(C)[C@H]1C=C(C(=O)NCc2ccccc2)O[C@@H](OCCCCO)C1	i	50	nt	nt	9%	nt	1.9	35	13%	nt	nt	nt
CCN(CC)c1ccc(NC(=O)COC(=O)c2ccc3ccccc3n2)cc1	i	21	0%	5%	14%	1%	-1.8	94	48µM*	-3	689	-0.1%
c1cncc(Nc2nc(-c3ccncc3)cs2)c1	i	31	0%	0%	6%	-2%	-0.1	75	22%	nt	nt	-0.1%
CC1C=CCC2C(=O)N(c3cccc(C(=O)NCc4ccccc4)c3)C(=O)C12 (stereo not given)	i	46	-5%	0%	6%	1%	-1.4	94	22%	20	648	-0.3%

Overlap with the part before: 3 entries, then new ones.
SMILES	T cell HTS	T cell HTS vesicle-bound %	LYP inhibition	GPR35 arrestin U2OS	Rac1 GTP hydrolysis	GPR55 LPI antagonism	NTR1 agonist	NTR1 agonist cell count 20 µM	Large T inhibition	Hep lipid drop	Hep lipid drop cells 6.5 µM	GPR55 beta-arrestin
CCN(CC)c1ccc(NC(=O)COC(=O)c2ccc3ccccc3n2)cc1	i	21	0%	5%	14%	1%	-1.8	94	48µM*	-3	689	-0.1%
c1cncc(Nc2nc(-c3ccncc3)cs2)c1	i	31	0%	0%	6%	-2%	-0.1	75	22%	nt	nt	-0.1%
CC1C=CCC2C(=O)N(c3cccc(C(=O)NCc4ccccc4)c3)C(=O)C12 (stereo not given)	i	46	-5%	0%	6%	1%	-1.4	94	22%	20	648	-0.3%
Cc1ccc(CNC(=O)CCS(=O)(=O)c2cc3c(cc2C)NC(=O)CO3)cc1	i	17	-10%	14%	-6%	3%	11	83	0%	15	783	0.0%
O=C1c2ccccc2C2(c3ccccc3)NCCN12 (stereo not given)	i	11	-5%	13%	0%	-3%	-2.0	52	1%	nt	nt	-0.2%
O=C(O)c1cccc(N/N=C/c2ccc(-c3ccccc3)cc2)c1	nt	nt	0%	-12%	-7%	-16%	nt	nt	7%	-12	688	-0.3%
CCn1c(SCC(=O)NNC(=S)Nc2ccc(C)cc2)nnc1-c1ccc(Cl)cc1	i	46	-1%	8%	6%	9%	0.1	59	25%	2	679	0.8%
Cc1cccc(CN(C)CCc2ccccn2)c1	i	14	-12%	10%	10%	4%	0.4	69	13%	nt	nt	0.3%
CS(=O)(=O)N1CCC(C(=O)Nc2ccccc2F)CC1	i	14	-10%	-11%	7%	16%	0.5	45	8%	-3	701	-0.2%
CC(C)(C)N1C(=O)[C@H]2[C@@H](c3ccc(Br)cc3)N3C(=O)N(c4cccc(F)c4)C(=O)[C@@]3(Cc3ccccc3)[C@H]2C1=O	i	57	nt	nt	-1%	nt	1.1	100	4%	nt	nt	nt
CC(=O)N1N=C(c2c(-c3ccccc3)c3cc(C)ccc3[nH]c2=O)CC1c1ccco1 (stereo not given)	i	18	7%	-4%	18%	-3%	8.7	51	5%	10	637	0.2%
O=C(O)CCC(=O)Nc1ccc(N=Nc2ccccc2)cc1	nt	nt	-7%	6%	2%	-2%	nt	nt	6%	9	668	-0.3%
CCN(CC(=O)NCc1cccs1)C(=O)c1cccc(S(=O)(=O)NC)c1	i	42	nt	nt	2%	nt	-1.7	70	3%	nt	nt	nt
COc1ccc(-c2nc(-c3ccncc3)no2)c(OC)c1	i	64	-6%	11%	12%	-4%	-0.4	67	10%	-3	839	0.4%
Cc1cccc(OCCN2C(=O)c3ccccc3C2=O)c1	i	20	2%	-14%	-3%	6%	-0.1	27	4%	-28	654	0.0%
COc1cc(CNC(=O)C2CC2)ccc1OCc1ccccc1	i	10	-7%	17%	6%	10%	0.2	51	7%	-16	754	-0.2%
CC1CCC(NC(=O)CCNS(=O)(=O)c2ccccc2)CC1 (stereo not given)	i	7	-4%	6%	2%	-1%	3.7	52	28%	5	720	-0.1%
NC(=S)NC1CC2CC1C1C=CCC21 (stereo not given)	i	42	0%	-6%	3%	13%	-0.6	52	7%	10	734	0.2%
O=C(COc1ccccc1)NCc1nnc(SCC(=O)Nc2nccs2)n1-c1ccccc1	i	42	-9%	12%	15%	10%	2.0	62	8%	nt	nt	-0.1%
CCN1/C(=C2\C(=O)N(C)C(=S)N2C)C=Cc2ccccc21	i	59	-3%	-4%	29%	5%	1.5	79	6%	-8	658	0.2%
CCOC(=O)C1CCN(c2c(Nc3ccc(C)c(C)c3)c(=O)c2=O)CC1	i	41	-4%	0%	5%	5%	2.9	44	21%	17	730	-0.3%
CC(=O)Oc1ccccc1-n1c(C)nc(=O)c(-c2ccccc2)c1C	i	25	0%	0%	nt	-9%	-0.6	56	10%	-1	638	-0.2%
CCOC(=O)C1C(=O)C=C(c2ccc(Br)cc2)CC1c1ccco1 (stereo not given)	i	27	-1%	4%	4%	-5%	4.6	78	4%	nt	nt	-0.1%
COc1ccccc1CNC(=O)Cc1c[nH]c2ccccc12	i	10	-7%	7%	2%	0%	0.7	45	1%	-25	781	-0.2%
CC(=O)Oc1ccc(C(=O)Nc2cc(C)on2)cc1	i	52	-10%	2%	6%	10%	-1.0	75	7%	2	839	-0.2%
N#C/C(=C1/C(=O)Nc2ccc(Br)cc21)c1ccccn1	i	53	-11%	-4%	9%	-5%	3.1	95	10%	4	697	-0.3%
Cc1cccc(C2c3[nH]c4ccccc4c3CCN2Cc2cnn(-c3ccc(F)cc3)c2)n1 (stereo not given)	i	37	0%	-3%	0%	12%	-1.1	93	4%	-8	750	-0.1%
CC1=NN(c2ccc(Cl)c(C(=O)O)c2)C(=O)C1	i	21	-9%	3%	15%	2%	-0.8	33	28%	-1	668	-0.2%
COc1cccc(S(=O)(=O)NCc2ccc(C(=O)N3CCN(c4ccccc4OC)CC3)cc2)c1	i	30	-4%	-6%	3%	-8%	1.2	64	13%	2	815	-0.1%
COc1ccccc1/C=C/C(=O)Nc1nc(N)n(-c2ccccc2)n1	i	28	5%	3%	0%	-10%	-1.5	55	12%	-1	779	0.0%
CN1C(=O)CC(n2c(CO)nc3ccccc32)C1=O (stereo not given)	i	28	-2%	13%	5%	11%	0.6	55	2%	2	638	-0.2%
